Screens (PubChem)
aGal spleen mod: inhibits or activates alpha-galactosidase in human spleen homogenate | human spleen homogenate, 4MU-alpha-Gal fluorescence, 40 min | Potency, µM (top dose mostly 80 µM), inactives show top-dose activity change, negative = inhibition, most hits filed as inhibitors | actives 0.008% (n = 240,000) | AID 2107;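 note: potency is the fitted concentration of half-maximal effect; 0% = enzyme with vehicle and -100% = no enzyme basal signal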
Target sequence (P06280 32-429 limits assumed): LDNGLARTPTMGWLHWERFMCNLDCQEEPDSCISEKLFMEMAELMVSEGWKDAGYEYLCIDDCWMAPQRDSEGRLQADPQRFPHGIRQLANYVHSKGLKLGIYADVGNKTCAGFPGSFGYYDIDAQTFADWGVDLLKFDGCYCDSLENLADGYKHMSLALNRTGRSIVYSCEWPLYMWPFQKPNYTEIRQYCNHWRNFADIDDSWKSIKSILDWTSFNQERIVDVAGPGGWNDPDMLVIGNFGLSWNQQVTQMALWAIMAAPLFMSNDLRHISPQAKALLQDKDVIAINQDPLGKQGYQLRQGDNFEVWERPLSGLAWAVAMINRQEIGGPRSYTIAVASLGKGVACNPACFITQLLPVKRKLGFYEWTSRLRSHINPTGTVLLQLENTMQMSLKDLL
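qHTS titration in buffer at pH 5.0. Alpha-galactosidase activity in spleen homogenate was measured via 4-methylumbelliferone release from 1 mM fluorogenic substrate after 40 min at 37C and a pH 10 stop. AC50 came from Hill fits of control-normalized data.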
NPSR antag: antagonists of human neuropeptide S receptor cAMP signaling | Q6W5P4 | CHO-NPSR cells, cAMP TR-FRET, antagonist mode | Potency, µM (series often up to 38.3 µM), for inactives: at the highest dose activity change, negative = inhibition, actives largely listed as inhibitors | actives 1% (n = 220,000); note: potency is the fitted concentration of half-maximal effect; % is set by controls: 0 for no effect and ±100 for the full control effect; nearly all actives have a fitted effect of over 50% in size; many of its hits are not listed in these tables
Epigenetic reg: derepresses silenced GFP reporter in murine cells | actives 0.2% (n = 280,000) | murine LDR cells, GFP reporter derepression, 30 h | Potency, µM (doses to about 53.9 µM), without a hit: at the top dose GFP activation, usual class: activators; note: potency is the fitted concentration of half-maximal effect; % of control where 0% means no effect; nearly all actives have a fitted effect of over 60% in size
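Readout is the number of GFP-expressing murine LDR cells, counted by cytometry following washing. Cells were treated with compound for 30 h at 37 C; the stably integrated CMV-GFP locus is normally silent.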
CBFb-RUNX1 inh: blocks binding between human CBF-beta and RUNX1; Q01196+Q13951; AlphaScreen CBFb-His/RUNX1-biotin binding, biochemical; Potency, µM (titrated, usually from 59.8 µM), for the others: at the top dose activity, negative = inhibition, hits mostly inhibitors; 230,000 tested, under 10 active; AID 1477; note: % of control where 0% means no effect
Target sequence (Q01196 whole entry, looked up): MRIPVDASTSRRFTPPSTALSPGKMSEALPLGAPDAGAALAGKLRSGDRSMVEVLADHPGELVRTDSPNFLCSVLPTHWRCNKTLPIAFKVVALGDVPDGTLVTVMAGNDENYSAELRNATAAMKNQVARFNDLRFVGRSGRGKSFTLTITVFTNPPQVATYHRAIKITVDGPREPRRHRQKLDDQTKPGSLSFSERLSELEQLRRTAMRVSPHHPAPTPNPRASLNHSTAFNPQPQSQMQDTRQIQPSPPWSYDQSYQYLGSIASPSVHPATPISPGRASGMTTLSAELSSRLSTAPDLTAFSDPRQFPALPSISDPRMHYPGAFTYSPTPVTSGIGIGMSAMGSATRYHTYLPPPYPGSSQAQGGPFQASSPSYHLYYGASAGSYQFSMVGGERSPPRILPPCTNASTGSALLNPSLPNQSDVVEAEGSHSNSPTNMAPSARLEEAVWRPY
Target sequence (Q13951 whole entry, looked up): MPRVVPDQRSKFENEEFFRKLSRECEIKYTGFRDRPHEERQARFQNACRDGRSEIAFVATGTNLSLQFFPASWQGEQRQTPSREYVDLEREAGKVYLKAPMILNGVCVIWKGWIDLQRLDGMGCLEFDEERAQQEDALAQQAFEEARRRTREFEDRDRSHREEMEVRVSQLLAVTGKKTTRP
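Interaction loss through any mechanism counts as activity. Pre-formed complex of His-CBF-beta and biotin-RUNX1 (30 nM apiece) is incubated with compound 15 min, then with 50 ng nickel and 50 ng streptavidin beads for 90 min before AlphaScreen detection.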
Luc counter: Kinase-Glo luciferase inhibition (counter-screen); Q27757; Kinase-Glo luciferase, ATP luminescence, 8 min; Potency, µM (highest dose often 38.3 µM), for inactives: at the highest dose activity change, negative = inhibition, actives largely listed as inhibitors; actives 0.28% (n = 200,000); AID 1379; note: potency is the fitted concentration of half-maximal effect; % is set by controls: 0 for no effect and ±100 for the full control effect; nearly all actives have a fitted effect of over 60% in size
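Compound is pinned into ATP-containing buffer (10 uM ATP, imidazole pH 7.2, 7 mM MgCl2). Kinase-Glo luciferase reagent is then added. Light output is recorded following an 8-min room-temperature incubation.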
LMNA splice mod: modulators of lamin A splicing; Potency, µM (highest dose often 46.1 µM), for inactives: at the highest dose ratio change, negative = inhibition, hits mostly inhibitors; actives 0.01% (n = 200,000); AID 1487; HeLa LMNA splicing GFP/RFP minigene ratio, 48 h; active = well fitted inhibition curve with a large enough effect in the signal ratio, with a control signal flat, not every such curve was filed as active; inconclusive = small, poorly fitted or top-dose-only effect, or effect the other way, or a change in a side signal; the % refers to the signal ratio; note: potency is the fitted concentration of half-maximal effect; % is set by controls: 0 for no effect and ±100 for the full control effect
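S3 HeLa cells stably expressing lamin A-EGFP splicing minigene plus DsRed2, 600 cells/well, 48 h compound exposure at 37C. Laser-scanning cytometry; analysed as GFP (500-530 nm)/RFP (575-640 nm) total intensity ratio; 0.5% DMSO vehicle.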
IMPase Li inh: IMPase inhibition in cells with lithium potentiation; CHO-M1 cells, IP1 TR-FRET (IP-One), carbachol + lithium; AID 1457; Potency, µM (highest dose often 59.4 µM), for the others: at the highest dose activity, negative = IMPase inhibition, usual class: inhibitors; actives 0.35% (n = 210,000);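 note: IP1 builds up when IMPase is blocked and the TR-FRET signal falls; potency is the fitted concentration of half-maximal effect; plate controls were basal vehicle for no effect and high inhibitor control for full effect; nearly all actives have a fitted effect of over 50% in size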
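Readout is a homogeneous TR-FRET IP1 immunoassay (Ex 320, Em 665 and 620), where raised cytosolic IP1 lowers signal. Cells were CHO-M1 treated 30 min at 37C with test compounds plus a little lithium; AC50 values came from Hill-equation fitting.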
Active calls of the source: *; ? = inconclusive; . = no result given; & = joins results of further samples; [ ] = another dose, or the depositor's remark. Unless noted, calls come from the whole dose curve; as a rule, active = well fitted curve in the direction sought with a large enough effect; inconclusive = small, poorly fitted or top-dose-only effect, or another doubt; inactive = no such curve, though single readings can be large; an effect the other way counts as inactive or inconclusive. A portion of the library; rates above refer to the full screens.

Results follow in this order: NPSR antag	CBFb-RUNX1 inh	LMNA splice mod	Epigenetic reg	aGal spleen mod	Luc counter	IMPase Li inh
> O=C(c1ccc(COCC(F)(F)F)cc1)N1CCN(c2ccccn2)CC1
 : 7%	-4%	.	2.2%	-4%	0%	10%
> COc1cc2ccc(=O)oc2c(O)c1OCC=C(C)C
 : -4%[46.1 µM]	1%	?	-5.4%&-0.3%	-4%&0%	2%	15%
> Oc1ccc(-c2nc3ccccn3c2NCc2ccc3c(c2)OCO3)cc1
 : ?	1%	2%	-3.9%	8%	-7%	?
> CCN(CC)S(=O)(=O)c1cccc(C(=O)N/N=C/c2ccccc2OCC(=O)O)c1
 : 6%	6%	-7%[46 µM]	-0.4%	-1%	4%	6%
> CCOC(=O)NC(=O)C(=CNc1ccccc1C)C(=O)NC(=O)OCC
 : 2%	5%	-9%	1.1%	4%	1%	1%
> O=C(NN=C1CCCC1)NC1CCCCC1
 : 15%	2%	-1%	6.7%	-1%	-2%	-5%
> CC1=C(C)C(C)=C(C#N)C(=C(C#N)C#N)N1
 : 1%	2%	.	3.8%	6%	.	.
> Cc1ccc(CNC(=O)Nc2cccs2)cc1
 : -9%[46.1 µM]	-12%	-12%	0.0%	6%	-1%	13%[38.3 µM]
> COc1ccc(C(=O)NN(C)c2nc(C(F)(F)F)nc3ccccc23)cc1
 : -4%	13%	.	0.9%	1%	0%	3%
> CCOc1ccc(/C=c2\sc3nc(-c4ccco4)nn3c2=O)cc1OCC
 : -10%[46.1 µM]	11%	-8%	-0.9%	9%	1%	16%
> O=C(CSc1n[nH]c(-c2ccccc2)n1)Nc1ccc(N2CCOCC2)cc1
 : -16%	9%	-8%[46 µM]	0.1%	3%	2%	1%
> Cc1nc(SCC(=O)Nc2ccnc3ccccc23)n[nH]1
 : -5%[46.1 µM]	10%	-4%	0.5%	3%	6%	28%[38.3 µM]
> COc1cc2ncc(-c3ccccc3)nc2cc1OC
 : .	27%&1%	.	0.0%&0.0%	?	.	8%&-6%
> Cc1ccc2[nH]c(=O)c(C(c3nnnn3C3CCCC3)N(Cc3cccnc3)Cc3ccco3)cc2c1 (stereo not given)
 : ?	3%	21%	0.0%	13%	-2%	19%[38.3 µM]
> CC1=C(C)CC(C(=O)NCCc2ccccc2)C(C(=O)O)C1 (stereo not given)
 : -4%[46.1 µM]	-4%	3%	-5.8%	-2%	-1%	34%[activator][38.3 µM]

3 compounds from above, limited to aGal spleen mod, LMNA splice mod and CBFb-RUNX1 inh:
smiles,aGal spleen mod,LMNA splice mod,CBFb-RUNX1 inh
COc1cc2ccc(=O)oc2c(O)c1OCC=C(C)C,-4%&0%,?,1%
Oc1ccc(-c2nc3ccccn3c2NCc2ccc3c(c2)OCO3)cc1,8%,2%,1%
CCN(CC)S(=O)(=O)c1cccc(C(=O)N/N=C/c2ccccc2OCC(=O)O)c1,-1%,-7%[46 µM],6%

Next section:
Results follow in this order: NPSR antag	CBFb-RUNX1 inh	LMNA splice mod	Epigenetic reg	aGal spleen mod	Luc counter	IMPase Li inh
> Cc1nnc(SCC(=O)N2c3ccccc3CC2C)[nH]c1=O (stereo not given)
 : 7%	3%	2%	-3.0%	3%	-1%	-15%
> Cc1cc(=O)[nH]c2c(C)c(Cl)ccc12
 : 4%[46.1 µM]	2%	-1%	2.7%	2%	4%	-5%[38.3 µM]
> CCN(CC)CCCN1C(=O)C(=O)/C(=C(/O)c2ccc(OC)c(Cl)c2)C1c1ccco1 (stereo not given)
 : 17%[46.1 µM]	2%	4%	-2.5%	-7%	-3%	-30%[38.3 µM]
> O=C(c1ccc(COc2ccc(Br)cc2)o1)N1N=C(C(F)F)CC1(O)C(F)F (stereo not given)
 : -16%	4%	?	-0.9%	-1%	0%	9%
> CCOc1ccc(Br)cc1S(=O)(=O)NCc1ccncc1
 : -13%	-4%	-2%[46 µM]	2.2%	-2%	-1%	1%
> C/C(=N\NC(=O)NC1CCCCC1)c1ccco1
 : 13%	-2%	.	-0.4%	2%	-1%	-2%
> O=C(Nc1ccc(F)cc1)c1nc[nH]c1C(=O)Nc1ccccc1[N+](=O)[O-]
 : -19%	12%	?	-0.1%	-9%	2%	1%
> Brc1ccc(CSc2ncn[nH]2)cc1
 : -5%[46.1 µM]	-6%	0%	0.0%	3%	-4%	-10%[38.3 µM]
> CCCCC(=O)Nc1cc(Cl)ccc1C(=O)O
 : -13%	0%	-9%[46 µM]	0.0%	5%	4%	-2%
> O=c1c2c([nH]c3ccccc13)CCCCC2
 : 7%	11%	.	-1.9%	3%	.	.
> O=c1c2ccccc2[nH]c2ccccc12
 : -4%	22%	?	0.2%	?	-4%	0%
> O=C(CCCC(=O)N(CC(=O)NC1CCCCC1)Cc1ccco1)Nc1ccccn1
 : 3%[46.1 µM]	-1%	1%	-1.0%	-9%	2%	-3%[38.3 µM]
> CCc1cc2c(c(CC)n1)CCC(=O)N2Cc1ccc(-c2ccccc2-c2nn[nH]n2)cc1
 : .	13%[21.7 µM]	.	-1.6%	-15%	4%	13%
> CC/C(C)=N\N=C\c1c(O)n(CC)c2cc(C3=NNC(=O)CC3)ccc12
 : -5%[46.1 µM]	0%	-10%	0.0%	4%	3%	11%
> C#CC1(NC(=O)NCCCC)CCCCC1
 : -28%	3%	.	3.6%	13%	.	2%
> CCOC(=O)c1ccccc1N/C=C1\CCCCC1=O
 : -7%[46.1 µM]	-8%	15%	2.2%	5%	-4%	-1%[38.3 µM]
> CN(C)c1ccc(SC#N)cc1
 : -13%	-13%	.	3.2%	-1%	.	.
> COC(=O)CNC(=O)c1cccc(Cl)c1
 : 7%	8%	16%[9.22 µM]	-0.1%	0%	-2%	-4%
> CC1=C(C(=O)Nc2ccc(C)cc2C)C(c2ccc(Cl)cc2)n2nc(C(=O)OC(C)C)nc2N1 (stereo not given)
 : 6%	-3%	-10%	-1.8%&1.0%	-3%	5%	5%
> O=C(O)C1CSC(c2coc3ccccc3c2=O)N1 (stereo not given)
 : -27%	4%	?	-2.2%	15%	-1%	-8%
> NC(Cc1ccccc1)C(O)(c1ccccc1)c1ccccc1 (stereo not given)
 : 30%	9%	?	-2.8%	0%	-2%	12%
> Cc1cccc(-n2c(CCCN3C(=O)c4ccccc4C3=O)nc3ccccc3c2=O)n1
 : -3%[46.1 µM]	2%	-5%	9.1%	-2%	-1%	22%[38.3 µM]
> CC(C)(C)c1ccc(-c2csc(NC(=O)CN3C(=O)NC4(CCCCC4)C3=O)n2)cc1
 : -11%[46.1 µM]	-1%	?	4.0%	18%	-5%	18%[38.3 µM]
> COc1ccccc1NS(=O)(=O)c1cc(NC(=O)c2ccc(Cl)nc2)ccc1Cl
 : -4%	0%	?	1.8%	4%	3%	14%
> Cc1c(Br)cc(C(=O)N2CCN(CCO)CC2)c(C)c1C
 : -3%[46.1 µM]	-4%	-10%	-1.1%	2%	-4%	38%[activator][38.3 µM]
> COCC(=O)N1CCC(Oc2ccc(C(=O)NCCc3ccncc3)cc2)CC1
 : 13%	5%	.	-1.6%	0%	-4%	6%
> Cc1ccccc1NC(=S)NC(=O)CCc1ccccc1
 : -9%[46.1 µM]	4%	-3%[0.0737 µM]	-1.8%	5%	-2%	-10%[38.3 µM]
> COC(=O)CC1C(=O)NCCN1C(=O)c1ccccc1 (stereo not given)
 : -8%[46.1 µM]	5%	-1%	0.0%	-19%	2%	4%[38.3 µM]
> CC(OC(=O)/C=C/c1ccco1)C(=O)Nc1cccc([N+](=O)[O-])c1 (stereo not given)
 : -1%[46.1 µM]	-25%	-15%	1.1%	5%	2%	32%[activator]
> CCN(Cc1ccccc1)c1ccc(/C=C(\C#N)c2ccccn2)cc1
 : -24%[46.1 µM]	-1%	-12%	?	-1%	.	.
> CCOC(=O)CCCNC(=O)COC(=O)c1cc(Br)c(Br)s1
 : 4%	2%	13%[46 µM]	-0.5%	0%	-3%	1%
> CCOC(=O)c1cccc(NC(=O)/C(=C\c2ccccc2)NC(=O)c2ccccc2Cl)c1
 : 5%[46.1 µM]	6%	1%	-1.0%	-6%	.	.
> CCc1n[nH]c(=S)n1/N=C/c1ccccc1OCc1ccc(Cl)cc1
 : 8%	3%	.	0.0%	-18%	-1%	3%
> COc1cc(C(CCN2CCCC(C)C2)c2c(OC)cc(OC)c3c(-c4ccccc4)cc(=O)oc23)cc(OC)c1OC (stereo not given)
 : -50%	7%&1%	.	-0.2%	0%&0%	.	.
> O=C(NC(=S)Nc1cccc(S(=O)(=O)NC2=NCCC2)c1)c1cc(-c2ccco2)nc2ccccc12
 : -3%	-26%	-4%[46 µM]	1.1%	10%	.	.
> CCOC(=O)c1sc(C)c2c1NC(C)(c1cccc3ccccc13)NC2=O (stereo not given)
 : -21%[46.1 µM]	-3%	6%	-1.3%	12%	-1%	36%[activator][38.3 µM]
> CC1(C)CC2CC(C)(CN2C(=S)Nc2ccccc2F)C1 (stereo not given)
 : -3%	1%	-7%[46 µM]	-0.2%	5%	0%	6%
> CCOc1ccccc1-n1c(CN2CCN(C(=O)c3ccco3)CC2)nc2ccccc2c1=O
 : ?	10%	?	-1.0%	-4%	-2%	11%[38.3 µM]
> COc1ccc(Br)cc1C(=O)O
 : -2%[46.1 µM]	6%	-5%	-0.5%	0%	0%	-11%[38.3 µM]
> COc1ccc(C(=O)Nc2ccccc2NC(=O)c2ccco2)cc1OC
 : ?	0%	0%	1.0%	-4%	0%	3%[38.3 µM]
> O=[N+]([O-])c1ccc(-c2ccc(S(=O)(=O)NCCN3CCCC3)cc2)cc1
 : 15%	-24%	?	-3.8%	-9%	2%	-1%
> COc1ccc(C(NC(=O)C2CCCCC2)c2c(O)ccc3ccccc23)cc1 (stereo not given)
 : -33%	-16%	?	-1.1%	16%	2%	-3%
> Cc1cc2c(NC(=O)Nc3ccc(F)cc3)cccc2nn1
 : 30%	-25%	.	-2.0%	8%	.	.
> CC1(C)OCC([C@H](O)C2=CCCCC2=O)CO1
 : .	5%	.	-1.1%	-7%	-2%	-2%
> O=C(NCC(c1ccco1)N1CCCC1)c1ccc(Cl)cc1 (stereo not given)
 : -5%[46.1 µM]	0%	13%	1.6%	2%	-3%	33%[activator][38.3 µM]
> CCOC(=O)C1=C(Nc2ccccc2)CC(C)(O)C(C(=O)OCC)C1c1ccc(Br)cc1 (stereo not given)
 : -31%	2%	?	-1.0%	2%	4%	11%
